DT40 TDP1 no CPT = qHTS for Inhibitors of human tyrosyl-DNA phosphodiesterase 1 (TDP1): qHTS in cells in absence of CPT; 15% of 420,000 active; Potency, µM (top dose mostly 46.2 µM), inactives show top-dose activity change, negative = growth inhibition, most hits filed as inhibitors; AID 686978, 2013; DT40 Tdp1-/- hTDP1 cells, no CPT, ATP luminescence, 48 h; note: nearly all actives have a fitted effect of over 55% in size
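No-CPT arm: Tdp1-/-;hTDP1 DT40 cells (400/well) plus compounds, incubated ≥48 hr at 37 °C. Readout CellTiter-Glo luminescence.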
KAT2A inh = qHTS Assay for Inhibitors of GCN5L2 | AID 504327, 2011 | 0.21% of 390,000 active | Histone acetyltransferase KAT2A (Homo sapiens), Q92830 | GCN5L2 HAT assay, ThioGlo1 CoA-SH fluorescence | Potency, µM (series often up to 58.9 µM), without a hit: at the top dose activity change, negative = inhibition, hits mostly inhibitors
Target sequence (Q92830 whole entry, looked up): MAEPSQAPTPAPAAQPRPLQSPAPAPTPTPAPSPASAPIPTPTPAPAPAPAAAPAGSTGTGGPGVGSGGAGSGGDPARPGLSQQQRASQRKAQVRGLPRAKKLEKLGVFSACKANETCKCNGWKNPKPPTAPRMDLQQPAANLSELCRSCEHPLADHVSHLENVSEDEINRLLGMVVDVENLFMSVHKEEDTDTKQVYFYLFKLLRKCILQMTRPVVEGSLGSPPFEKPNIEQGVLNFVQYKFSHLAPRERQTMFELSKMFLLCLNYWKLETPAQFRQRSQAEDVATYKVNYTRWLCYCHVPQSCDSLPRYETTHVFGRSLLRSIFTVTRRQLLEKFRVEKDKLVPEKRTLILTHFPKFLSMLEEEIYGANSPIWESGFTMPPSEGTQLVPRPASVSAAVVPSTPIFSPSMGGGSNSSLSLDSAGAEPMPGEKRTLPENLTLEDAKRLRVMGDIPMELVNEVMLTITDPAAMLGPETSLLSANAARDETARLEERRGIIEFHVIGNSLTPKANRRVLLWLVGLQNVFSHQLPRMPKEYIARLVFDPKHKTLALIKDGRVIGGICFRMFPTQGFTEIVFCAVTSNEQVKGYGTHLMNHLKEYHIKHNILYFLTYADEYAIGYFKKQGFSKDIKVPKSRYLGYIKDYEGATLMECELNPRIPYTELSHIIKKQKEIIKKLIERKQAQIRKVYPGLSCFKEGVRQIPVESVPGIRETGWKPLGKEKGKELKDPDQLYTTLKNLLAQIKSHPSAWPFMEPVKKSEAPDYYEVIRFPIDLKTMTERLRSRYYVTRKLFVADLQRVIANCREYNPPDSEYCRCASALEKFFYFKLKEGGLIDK
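Free CoA generated was detected with ThioGlo1 (50uM) fluorescence at Ex340nm/Em540nm, read immediately and after 20 min at room temperature. Enzyme, 20 nM in HEPES pH 7.5 buffer, saw compounds 15 min before adding 75uM H3(1-25) peptide and 70uM acetyl-CoA.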
TDP1 cell CPT = qHTS for Inhibitors of human tyrosyl-DNA phosphodiesterase 1 (TDP1): qHTS in cells in presence of CPT | chicken DT40 Tdp1-/-;hTDP1 cells + 20 nM CPT, ATP luminescence, 48 h | Potency, µM (doses to about 46.2 µM), for the others: at the highest dose activity change, negative = growth inhibition, actives largely listed as inhibitors | 12% of 420,000 active | AID 686979, 2013; note: nearly all actives have a fitted effect of over 55% in size
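Chicken DT40 Tdp1-/- cells complemented with human TDP1, 400 cells/well, exposed to compounds plus 20 nM camptothecin for at least 48 h at 37 C; viability read as ATP content by CellTiter-Glo luminescence.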
* = called active by the depositor; u = inconclusive; x = no result given; & = joins results of further samples; [ ] = remark or other dose. Calls come from the whole dose curve; as a rule, active = well fitted curve in the direction sought with a large enough effect; inconclusive = small, poorly fitted or top-dose-only effect, or another doubt; inactive = no such curve, though single readings can be large; an effect the other way counts as inactive or inconclusive. % is set by controls: 0 for no effect and ±100 for the full control effect; potency is the fitted concentration of half-maximal effect.

SMILES	DT40 TDP1 no CPT	KAT2A inh	TDP1 cell CPT
Cc1oc2c(cc(NS(=O)(=O)c3ccc(C(C)C)cc3)c3ccccc32)c1C(=O)O	19%&-3%	-20%&-2%	-16%&6%
O=C(CSc1cccc[n+]1[O-])C12CC3CC(CC(C3)C1)C2	u	-8%	u
O=C(NS(=O)(=O)c1ccc(Cl)s1)c1ccccc1	-16%	-6%	1%
CN(C(=O)COC(=O)c1ccc(=O)n(Cc2ccccc2)n1)C1CCS(=O)(=O)C1 (stereo not given)	-2%	-10%	-11%
Cn1c(SCC(=O)NNC(=O)Nc2ccccc2)nnc1-c1ccccc1	1%	2%	13%
COc1ccc(C(=O)Nc2ccccn2)cc1S(=O)(=O)N1CCOCC1	14%	2%	20%
CCCc1cc(=O)oc2c3c(cc(OCC(=O)NCc4ccccn4)c12)OC(C)(C)CC3	u	-15%	23µM*
CC(C)c1nc(SCC(=O)Nc2ccc(N(C)C)cc2)c2ccccc2n1	u	-2%	23µM*
CC(=O)NC(CC(=O)OCC(=O)N1CCN(S(=O)(=O)c2ccc(C)cc2C)CC1)c1ccccc1 (stereo not given)	-27%	3%	-9%
O=C(CN1CCOCC1)N/N=C/c1ccc(-c2ccc(C(=O)O)cc2)o1	-16%	-22%	13%
O=Cc1ccc(C(=O)OCC(=O)NCCC2=CCCCC2)cc1	2%	-3%	9%
COCCn1c(SCC(=O)Nc2ccc(S(=O)(=O)N3CCOCC3)cc2)nc2ccccc21	-12%	-12%	-7%
Cn1ccnc1Sc1ccc(/C=N/NC(=O)c2ccccc2O)cc1[N+](=O)[O-]	-15%	-7%	-23%
O=C(c1ccc2c(c1)OCCO2)N1CCCC(CNS(=O)(=O)c2cccs2)C1 (stereo not given)	-4%	-20%	1%
Cc1ccc(CNC(=O)Cn2c(=O)n(-c3ccc(C)cc3)c(=O)c3c2c2cc(C)ccc2n3C)cc1	-14%	-3%	-12%
Cc1ccc(-n2nnnc2SCC(=O)NC(=O)Nc2ccc3c(c2)OCCO3)cc1	-12%	-7%	6%
Cc1ccc(C(=O)O/N=C(\N)c2ccc(Br)cc2)cc1	-2%	-6%[0.501 µM]	-5%
O=C(CCCOc1ccc(Cl)cc1Cl)n1nnc2ccccc21	u	-4%	u
C=CCn1c(NC(=O)c2ccc(C)cc2)nc2ccccc21	u	4%	u
CN(C)CC(=O)Nc1ccc2cn[nH]c2c1	1%	-15%	12%
C[C@@H]1C=C(C(=O)NCc2ccccc2)O[C@H](OCc2ccc(CO)cc2)C1	-3%	1%	0%
CC(=O)c1ccc(NC(=O)c2nn(C)c3c2COc2ccccc2-3)cc1	u	-6%	15µM*
Nc1ccc2c(c1)N1CCN=C1S2	-24%	-6%	-25%
COc1ccccc1OCCOCCOc1ccc(C)cc1[N+](=O)[O-]	u	-3%	-21%
OCCNCCOc1ccccc1-c1ccccc1	-24%	-5%	-16%

Given with values under each structure: part of the list above
Results follow in this order: DT40 TDP1 no CPT, KAT2A inh, TDP1 cell CPT
Cc1oc2c(cc(NS(=O)(=O)c3ccc(C(C)C)cc3)c3ccccc32)c1C(=O)O
 : 19%&-3%, -20%&-2%, -16%&6%
O=C(CSc1cccc[n+]1[O-])C12CC3CC(CC(C3)C1)C2
 : u, -8%, u
O=C(NS(=O)(=O)c1ccc(Cl)s1)c1ccccc1
 : -16%, -6%, 1%
CN(C(=O)COC(=O)c1ccc(=O)n(Cc2ccccc2)n1)C1CCS(=O)(=O)C1 (stereo not given)
 : -2%, -10%, -11%
Cn1c(SCC(=O)NNC(=O)Nc2ccccc2)nnc1-c1ccccc1
 : 1%, 2%, 13%
COc1ccc(C(=O)Nc2ccccn2)cc1S(=O)(=O)N1CCOCC1
 : 14%, 2%, 20%
CCCc1cc(=O)oc2c3c(cc(OCC(=O)NCc4ccccn4)c12)OC(C)(C)CC3
 : u, -15%, 23µM*
CC(C)c1nc(SCC(=O)Nc2ccc(N(C)C)cc2)c2ccccc2n1
 : u, -2%, 23µM*
CC(=O)NC(CC(=O)OCC(=O)N1CCN(S(=O)(=O)c2ccc(C)cc2C)CC1)c1ccccc1 (stereo not given)
 : -27%, 3%, -9%
O=C(CN1CCOCC1)N/N=C/c1ccc(-c2ccc(C(=O)O)cc2)o1
 : -16%, -22%, 13%
O=Cc1ccc(C(=O)OCC(=O)NCCC2=CCCCC2)cc1
 : 2%, -3%, 9%
COCCn1c(SCC(=O)Nc2ccc(S(=O)(=O)N3CCOCC3)cc2)nc2ccccc21
 : -12%, -12%, -7%
Cn1ccnc1Sc1ccc(/C=N/NC(=O)c2ccccc2O)cc1[N+](=O)[O-]
 : -15%, -7%, -23%

The list goes on.
SMILES	DT40 TDP1 no CPT	KAT2A inh	TDP1 cell CPT
N#CCCn1c(=O)c(-c2ccccc2)nc2cnc(Oc3ccccc3)nc21	u	-28%	10%
O=C(COc1ccc(Br)cc1CO)Nc1ccccc1	-20%	13%	-13%
Cc1nc2n(n1)CC(O)CS2 (stereo not given)	3%	u	-1%
CCOC(=O)CSc1nnc(-c2ccc(OC)cc2)o1	-11%	-3%	-16%
CN(C)c1ncc2nc(-c3cc(F)cc(F)c3)c(=O)n(Cc3cccs3)c2n1	u	-19%	-26%
Cc1ccc[n+](CC(=O)c2ccc(NC(=O)c3ccccc3)cc2)c1	-78%	0%	-82%
Cn1cnc2c(=O)oc3ccc(S(=O)(=O)N4CCN(c5cccc(C(F)(F)F)c5)CC4)cc3c21	3%	u	-7%
O=C(O)c1ccc(NS(=O)(=O)c2ccc(N3C(=O)CCC3=O)cc2)cc1	-2%	-3%	14%
O=C(Cn1c(=O)oc2cc(S(=O)(=O)N3CCCC3)ccc21)N1CCN(c2ccccn2)CC1	-7%	-8%	-5%
COC(=O)c1cc(S(=O)(=O)NCC2CCN(CCc3ccc(OC)cc3)CC2)cn1C	-1%	0%	-4%
NC(=O)COc1ccccc1/C=C1/SC(=O)N(CC(=O)N2CCc3ccccc3C2)C1=O	18µM*	-2%	21µM*
Clc1ccc(SCCOCCN2CCCCCC2)cc1	u	-17%	u
O=C(Cc1cccc(NC(=O)C2CCCN(C(=O)c3ccccc3)C2)c1)Nc1cccc(C(=O)N2CCCCC2)c1 (stereo not given)	-2%	x	-12%
C(=C\c1ccccc1)/CN1CCN(C(c2cc3ccccc3o2)c2nnnn2Cc2ccccc2)CC1 (stereo not given)	16µM*	x	u
CCOc1ccc(CNC(=O)CCS(=O)(=O)c2ccc3c(c2)NC(=O)CO3)cc1OC	24%	-4%	2%
O=C(CNC(=O)c1ccc(Cl)cc1)N/N=C/c1cccnc1	-5%	1%	-5%
CN1CCN(C(=O)CCCN2C(=O)/C(=C/c3ccc(Cl)cc3)SC2=S)CC1	12µM*	-6%	15µM*
CCn1c(C)c(C)c2cc(C(=O)NC3CCCCCC3)ccc21	21µM*	-6%	16µM*
COc1ccc(S(=O)(=O)Nc2ccc(C)cc2)cc1N(C)S(=O)(=O)c1ccc(Cl)cc1	18µM*	-14%	23µM*
Oc1c(C(c2ccccc2)N2CCCCC2)ccc2ccccc12 (stereo not given)	u	x	18µM*
O=C(NCc1ccccc1)C(=O)NCC1OCCCN1S(=O)(=O)c1cccs1 (stereo not given)	12%	u	-22%
CCN(CC(=O)Nc1c(F)cccc1F)C(=O)C1CC(=O)N(c2ccccc2OC)C1 (stereo not given)	2%	-1%	-13%
CCC12CN3CC(C)(CN(C1)C3c1ccc(O)cc1O)C2=O (stereo not given)	4%	2%	4%
COc1ccc(-c2nn(-c3ccccc3)cc2C(=O)NC2CCCCC2C)cc1 (stereo not given)	u	2%	-16%
CN(Cc1cccc(F)c1)C(=O)c1cc(=O)[nH]c2ccccc12	5%	-3%	-23%
SMILES	DT40 TDP1 no CPT	KAT2A inh	TDP1 cell CPT
CC(C)(C)OC(=O)N/N=C\c1ccc(OC(=O)c2cccs2)cc1	-15%	2%	-5%
O=C(Nc1cc(S(=O)(=O)N2CCOCC2)ccc1-n1cncn1)c1ccc(Cl)cc1	29µM*	-1%	u
COc1cccc(NC(=S)NCc2ccco2)c1	-17%	-7%	-16%
O=C(OCCOc1ccc(F)cc1)c1ccc(S(=O)(=O)N2CCCC2)cc1	2.3µM*	-18%	-9%
COc1cccc(-n2cc(C(=O)OCc3ccc(Cl)cc3)c3ccccc3c2=O)c1	u	-10%	u
O=C(CCCNC(=O)/C(=C/c1ccc(F)cc1)NC(=O)c1ccccc1)OCc1ccccc1	-9%	-17%	-15%
C[n+]1ccn(CC(=O)c2ccc(Br)cc2)c1	1%	2%	-9%
Cc1ccc(S(=O)(=O)N2CCN(C(=O)CCOc3cc(C)ccc3C)CC2)cc1	u	-21%	u
COc1ccc(C2c3c(ccc4ccccc34)Oc3ncn4nc(Cc5ccccc5)nc4c32)cc1OC (stereo not given)	u	-9%	-11%
COC(=O)CCN1CCC2CC1c1cc(Cl)ccc12 (stereo not given)	-7%	x	-10%
O=C(Nc1cccc(F)c1)N1CC2(CCN(C(=O)c3cc(C(F)(F)F)cc(C(F)(F)F)c3)CC2)C1	u	-18%	u
CC(C)NC(=O)NC(=O)COC(=O)CCCSc1nc2ccccc2s1	-7%	3%	-4%
O=c1[nH]c(/C=C/c2ccc([N+](=O)[O-])cc2)c([N+](=O)[O-])c(=O)[nH]1	-11%	-7%	7%
CCc1cccc(NC(=O)c2cc(OC)c(OC)c(OC)c2)c1	-17%	-11%	-8%
O=C1CN(C(=O)c2ccc(Br)o2)C(c2ccc(F)cc2)c2cc(F)ccc2N1 (stereo not given)	-21%	-1%	u
CC(C)c1onc(C(=O)N2CCN(c3ccccc3)CC2)c1[N+](=O)[O-]	7%	2%	-2%
O=C1CSC(=S)N1c1ccccc1	-6%	x	-4%
CC1CCCCN1CCNC(=O)CN1C(=O)COc2ccccc21 (stereo not given)	5%	-2%	-7%
Cc1cc(OCCn2nc(C(=O)O)c3ccccc3c2=O)ccc1C(C)C	u	-20%	u
CCO[C@H]1OC(C(=O)NC2CC2)=C[C@@H](c2coc3ccccc3c2=O)[C@@H]1CCCO	3%	-5%	-3%
CC1CC(=O)c2cnc(N)nc2C1 (stereo not given)	5%	-8%	-5%
COC(=O)N/N=C(\C)c1cccc(C(F)(F)F)c1	-1%	-1%	9%
CC(C)CCNC(=O)CCCC1=NS(=O)(=O)c2ccccc2N1	u	-2%	-6%
O=C(Oc1cccc(NC2=NS(=O)(=O)c3ccccc32)c1)c1ccncc1	0%	0%	-9%
CCOc1cc2c(cc1OCC)C(CC(=O)OC)N(C(=O)Nc1cc(OC)ccc1OC)CC2 (stereo not given)	15µM*	-1%	21µM*
SMILES	DT40 TDP1 no CPT	KAT2A inh	TDP1 cell CPT
Cc1cc(C)c(C)c(S(=O)(=O)NCc2ccc(C(=O)NCC3CCCO3)cc2)c1C (stereo not given)	-19%	-10%	u
Cc1onc(-c2ccccc2)c1-c1ccnn1C(=O)NC(C)C	u	-13%	-21%
CC(=O)Nc1ccc(S(=O)(=O)N2CCCN(c3nc(C)cc(C)c3C#N)CC2)cc1	-14%	-6%	-29%
COc1ccc(CN(C)CC(=O)Nc2ccccc2C(F)(F)F)c(OC)c1	-29%	0%	8%
Cc1cccc(C)c1NC(=O)CNC(=O)c1ccc(COc2ccccc2)cc1	-11%	-1%	-16%
CCCSCCCNC(=O)Cn1cc2c(n1)CCC(C)C2 (stereo not given)	-25%	0%	u
CN(C)c1ncc2nc(-c3cc(F)cc(F)c3)c(=O)n(Cc3ccc(F)cc3)c2n1	0%	-12%	-125%
C=C1CCN(C(C)C(=O)O)S(=O)(=O)c2ccccc21 (stereo not given)	4%	u	13%
O=C(CC12CC3CC(CC(C3)C1)C2)Nc1c(F)cccc1F	u	18%	u
CCCc1cc(=O)oc2c3c(cc(OCC(=O)NCCN4CCOCC4)c12)OC(C)(C)CC3	u	-13%	u
COc1ccc(OC)c(NC(=O)c2ccc(NS(=O)(=O)c3c(C)noc3C)cc2)c1	u	-7%	-25%
COc1cccc(-c2coc3c(C)c4oc(=O)c(CC(=O)O)c(C)c4cc23)c1	-28%	-5%	2%
COCCN(C(=O)CSc1nc(N)cc(=O)[nH]1)c1c(N)n(Cc2ccccc2)c(=O)[nH]c1=O	3%	10%	16%
COc1ccc2nc(NCc3ccc(OC)c(OC)c3OC)sc2c1	u	x	u
Cc1ccc(/C(N)=N/OC(=O)C23CC4CC(CC(C4)C2)C3)cc1	-16%	2%	-29%
Cc1cc(C)c2sc(N(Cc3cccnc3)C(=O)CCOc3ccccc3)nc2c1	u	-1%	18µM*
O=C(c1ccncc1)N1CCN(C(=O)c2cccs2)CC1	11%	0%	6%
O=C(NCc1ccc2c(c1)OCO2)c1ccc(CS(=O)Cc2ccc(Cl)cc2)o1 (stereo not given)	-15%	-6%	-12%
COC(=O)c1ccc(C2C(C(C)=O)=C(C)Nc3ncnn32)cc1 (stereo not given)	-9%	-7%	2%
COc1ccc(C=O)cc1Cn1c(C)cc(C)c(C#N)c1=O	16µM*	-5%	16µM*

Source: PubChem BioAssay
